HDAC3 inhib: blocks human histone deacetylase 3 | recombinant HDAC3, fluorogenic peptide/trypsin coupled, fluorescence | AID 2718 | 320,000 tested, 0.15% active | inhibition, % at 8.3 µM | O15379; in the data active = inhibition above about 26%, passing the limit was not always enough; inconclusive = no clear call, values can overlap the other calls
Target sequence (O15379 whole entry, looked up): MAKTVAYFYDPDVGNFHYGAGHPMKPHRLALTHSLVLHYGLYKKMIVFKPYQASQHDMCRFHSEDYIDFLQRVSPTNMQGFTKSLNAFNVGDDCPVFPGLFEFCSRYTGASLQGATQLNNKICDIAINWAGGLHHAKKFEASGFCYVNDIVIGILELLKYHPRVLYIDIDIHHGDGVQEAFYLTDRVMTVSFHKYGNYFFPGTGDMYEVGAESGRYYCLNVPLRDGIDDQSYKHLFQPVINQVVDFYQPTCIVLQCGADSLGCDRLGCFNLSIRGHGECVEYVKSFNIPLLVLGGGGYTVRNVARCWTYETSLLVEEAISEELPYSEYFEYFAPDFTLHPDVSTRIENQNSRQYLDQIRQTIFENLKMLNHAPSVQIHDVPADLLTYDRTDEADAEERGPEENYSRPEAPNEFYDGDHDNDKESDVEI
MrgX1 antagonist: blocks BAM8-22 activation of human MrgX1 receptor. Q96LB2. MRGX1-HEK293 calcium flux, Fluo-4, BAM8-22 antagonism; active compounds read low. B-score at 10 µM. 310,000 tested, 1.3% active. AID 588676;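 active = calcium-response B-score plate-corrected more than 3 library SD below zero, starting fluorescence within 5 deviations, no agonist response on first addition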;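 also: peak minus trough fluorescence over baseline after final BAM8-22 challenge near maximal dose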
Target sequence (Q96LB2 whole entry, looked up): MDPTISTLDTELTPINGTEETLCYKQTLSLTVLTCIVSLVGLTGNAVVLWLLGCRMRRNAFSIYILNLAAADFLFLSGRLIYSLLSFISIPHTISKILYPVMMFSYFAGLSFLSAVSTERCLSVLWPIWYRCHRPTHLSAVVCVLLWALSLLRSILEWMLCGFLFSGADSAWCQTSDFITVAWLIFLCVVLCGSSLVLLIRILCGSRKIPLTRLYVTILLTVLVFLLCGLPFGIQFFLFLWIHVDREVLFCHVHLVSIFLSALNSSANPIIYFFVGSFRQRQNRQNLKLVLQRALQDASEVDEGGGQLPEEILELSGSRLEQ
MrgX1 ag: human MrgX1 receptor agonism, primary screen; Q96LB2; MrgX1-HEK293 cells, Fluo-4 calcium fluorescence, agonist mode; active compounds read high; B-score at 10 µM; 310,000 tested, 0.44% active; AID 588627;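 active = calcium response B-score plate-corrected fluorescence ratio at least 3 library SD, with starting fluorescence B-score inside 5 SD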
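Test system: Stable human MrgX1 HEK293 cell line | Schedule: Overnight plating before 1 h dye loading | Read-out basis: Baseline-normalised fluorescence change ratio, B-scored | Detection: Kinetic calcium dye fluorescence, Fluo-4 NW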
RGS4 act: potentiators or activators of RGS4 | B-score at 10 µM | 310,000 tested, 0.92% active | AID 463111 | HEK293 M3R/inducible RGS4, carbachol calcium flux Fluo4; active compounds read low;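 active = B-score of the integrated calcium signal more than 4 SD below the library mean, with starting fluorescence not abnormally high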;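 also: negative B-score means reduced calcium response which marks RGS4 activation or potentiation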
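Also added: carbachol at ECmax as muscarinic agonist stimulus; Assay system: HEK293 cells with stable M3R and inducible RGS4; Timing: overnight RGS4 induction, 30 min dye load 37 °C, 20 min compound RT; Measured by: Fluo4-AM (2 µM) calcium-flux fluorescence, kinetic read.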
RGS4 inh: human RGS4 inhibition; HEK293 M3R/RGS4 inducible, Fluo-4 calcium flux; active compounds read high; triggered by carbachol at its EC20; B-score at 10 µM; 310,000 tested, 0.45% active; AID 463165;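 active = B-score, a plate-corrected calcium signal, over three deviations above library mean, with baseline fluorescence within five deviations of library mean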;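 also: RGS4 expression induced by doxycycline in cells with stable M3 receptor; B-score is computed from the integrated fluorescence ratio over baseline after carbachol; higher B-score means a larger calcium signal and so more RGS4 inhibition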
Target sequence (P49798 whole entry, looked up): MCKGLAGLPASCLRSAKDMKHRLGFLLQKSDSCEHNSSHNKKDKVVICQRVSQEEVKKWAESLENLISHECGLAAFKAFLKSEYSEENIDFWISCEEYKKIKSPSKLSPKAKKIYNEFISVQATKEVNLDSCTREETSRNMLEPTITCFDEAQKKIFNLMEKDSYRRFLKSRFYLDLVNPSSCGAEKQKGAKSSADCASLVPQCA
MrgX1 allo act: allosterically activates human MrgX1 receptor signaling. B-score at 10 µM. MrgX1-HEK293, Fluo-4 calcium flux, FDSS; active compounds read high. 310,000 tested, 0.63% active. Q96LB2;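 active = plate-corrected calcium response at least 3 library SD above typical, normal starting fluorescence, not activating the receptor alone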;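 also: compound read alongside a low EC10 to EC30 dose of BAM8-22 agonist; peak minus trough fluorescence over baseline measured at the second addition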
SKKanGAS inh: blocks kanamycin growth of S. pyogenes SKKanGAS strain. AID 1662. 300,000 tested, 1.3% active. BacTiter-Glo, 6 h. inhibition, % at 7.5 µM;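 active = mean replicate score, as percent of positive control median, at least 50; inconclusive = mean below 50 but one replicate at or above 50; inactive = mean and every replicate below 50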;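 also: strain carries kanamycin resistance gene driven by streptokinase promoter and grows in 40 µg/ml kanamycin; loss of luminescence reflects streptokinase promoter inhibition or plain growth inhibition; 0% = median of DMSO wells and 100% = positive control at its reference dose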
TRPC6 act: activators of mouse TRPC6 channel; 310,000 tested, 0.13% active; AID 2550; B-score at 10 µM; HEK293-TRPC6 membrane potential dye fluorescence; active compounds read high; Q61143;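 active = B-score of the integrated fluorescence ratio above library mean plus 3 SD, and starting fluorescence ratio within library mean plus 5 SD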;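 also: higher score means more depolarization so channel activation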
TRPC6 inh: mouse TRPC6 channel inhibition; HEK293-TRPC6, membrane potential dye, ACh-evoked depolarization; active compounds read low; Q61143; 310,000 tested, 1.1% active; AID 2553; B-score at 10 µM;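 active = B-score under library mean minus 3 SD, initial fluorescence not abnormally high, positive integrated signal ratio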;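 also: B-score derived from integrated fluorescence ratio over the kinetic read; more negative B-score means stronger inhibition of depolarization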
ANO1 block: inhibitors of mouse TMEM16A calcium-activated chloride channel; Q8BHY3; HEK293 TMEM16A/YFP iodide influx fluorescence, ionomycin; 310,000 tested, 1.2% active; normalized B-score (activity score, 25-100; higher = stronger inhibition) at 10 µM;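 active = ratio plate-corrected score three or more library SD toward inhibition, starting fluorescence score within five deviations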;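 also: score derived from kinetic fluorescence span divided by baseline fluorescence per well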
ANO1 activ: mouse TMEM16A channel activation, primary screen | HEK293 TMEM16A/YFP-H148Q/I152L, iodide quench fluorescence; active compounds read low | AID 623877 | B-score at 10 µM | 340,000 tested, 0.3% active | Q8BHY3;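 active = fluorescence-ratio B-score plate-corrected deviation score at least 3 library SD below zero, with starting fluorescence score within 5 deviations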;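 also: channel opened by trigger with iodide after compound preincubation; score built on the fluorescence ratio of max minus min over baseline; more negative score means more quench and so TMEM16A activation or potentiation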
The depositor's hits bear a star; i = inactive; ? = inconclusive; · = not tested or not shown.

The line under a structure holds: HDAC3 inhib	MrgX1 antagonist	MrgX1 ag	RGS4 act	RGS4 inh	MrgX1 allo act	SKKanGAS inh	TRPC6 act	TRPC6 inh	ANO1 block	ANO1 activ
> COC(=O)c1c(C(=O)OC)c(-c2cccc(F)c2)n2c1CS(=O)C2 (stereo unspecified)
→ -5.0	i	i	i	i	i	-6.7	i	i	i	i
> CCc1ccc(NC(=O)COC(=O)CCCC2=NS(=O)(=O)c3ccccc3N2)cc1
→ -1.2	i	i	i	i	i	-3.0	i	i	i	i
> O=C(Cc1csc(NC(=O)c2ccc(F)cc2)n1)NO
→ 23.9	i	i	i	i	i	7.2	i	i	i	i
> Cc1cc(C)c2nc(-c3ccccn3)cc(C(=O)Nc3ccc(S(=O)(=O)Nc4cc(C)on4)cc3)c2c1
→ -1.1	i	i	i	i	i	41.8	i	i	25*	i
> CCN(CC)S(=O)(=O)c1ccc(N2CCN(C)CC2)c(NC(=O)Nc2ccc(C)cc2)c1
→ 3.6	i	i	i	i	i	-3.3	i	i	i	i
> Cc1ccc(Cl)cc1N1CCN(C(=O)c2cn(C)c(=O)c3c2c2ccccc2n3C)CC1
→ -6.7	i	i	i	i	i	81.7*	i	i	i	i
> CCCCC(NC(=O)Cc1c(C)c2cc3c4c(oc3cc2oc1=O)CCCC4)C(=O)O (stereo unspecified)
→ -4.0	i	i	i	i	i	14.2	i	i	i	i
> COc1ccc(CN2C(=O)c3ccccc3C2OC)cc1 (stereo unspecified)
→ 3.0	i	i	i	i	i	2.1	i	i	i	i
> Cc1cc(NS(=O)(=O)c2ccc(NC(=O)/C=C/c3c(F)cccc3Cl)cc2)no1
→ 3.5	i	i	i	i	i	25.3	i	i	i	i
> Cc1ccc(Sc2ccc(CN3CCCC3)cc2[N+](=O)[O-])cc1
→ -1.0	i	i	i	i	i	-20.9	i	i	i	i
> CC(NC(=O)c1ccccc1NC(=O)c1ccncc1)c1ccccc1 (stereo unspecified)
→ -7.9	i	i	i	i	i	1.8	i	i	i	i
> CCn1c(SCC(=O)N2CCCCC2)nc(O)cc1=O
→ 2.9	i	i	i	i	i	2.9	i	i	i	i
> Cc1ccccc1C(=O)Nc1ccnn1C1CCN(Cc2cnn(C(C)C)c2)CC1
→ -5.0	i	i	i	i	i	16.2	i	i	i	i
> CCN(CC)S(=O)(=O)c1ccc(NC(=O)c2ccc(Sc3nncn3C)c([N+](=O)[O-])c2)cc1
→ 3.2	i	i	i	i	i	6.2	i	i	i	i
> CC(C)c1ccc2c(c1)C(N1CCNCC1)Cc1ccc(F)cc1S2 (stereo unspecified)
→ 11.7	i	i	-8.7*	i	i	37.8	i	i	i	i
> Cc1c(NC(=S)NC(=O)CCc2ccccc2)c(=O)n(-c2ccccc2)n1C
→ -5.5	i	i	i	i	i	1.3	i	i	i	i
> COc1ccc(N2CCN(C(=O)Cn3nnc(-c4ccccc4N)n3)CC2)cc1
→ -19.8	i	i	i	i	i	4.4	i	i	i	i
> CNc1ncnc2sc(-c3ccccc3)cc12
→ 0.1	i	i	i	i	i	12.0	i	i	i	i
> CC(C)N1CCN(Cc2ccc(C#CC(C)(C)O)s2)CC1CCO (stereo unspecified)
→ 6.9	i	i	i	i	i	0.5	i	i	i	i
> COc1ccc(N2C(=O)[C@@H]3[C@H](C2=O)[C@H]2C=CC=NN2[C@@H]3C(=O)Nc2ccc(Cl)cc2)cc1
→ -6.3	i	i	i	i	i	1.4	i	i	i	i
> COc1ccc(-n2cc(CN(C)Cc3n[nH]c(=O)[nH]3)c(-c3cccc(F)c3)n2)cc1
→ -20.5	i	i	i	i	i	-8.1	i	i	i	i
> N#C/C(=C\N1CCN(Cc2ccc3c(c2)OCO3)CC1)c1nc2ccccc2s1
→ 5.3	i	i	i	i	i	20.9	i	i	i	i
> NS(=O)(=O)c1ccc(CCNC(=O)c2ccc(OCC3CCCO3)cc2)cc1 (stereo unspecified)
→ -6.0	i	i	i	i	i	0.0	i	i	i	i
> CN1CCNC(=O)C1CC(=O)O (stereo unspecified)
→ 7.7	i	i	i	i	i	14.6	i	i	i	i
> CC1(C)CC(=O)C=C(c2cccnc2)C1
→ -3.7	i	i	i	i	i	-1.7	i	i	i	i
> Oc1ccc(/C=N/Nc2ccnc3cc(Cl)ccc23)cc1O
→ -2.4	i	i	i	i	i	-4.4	i	i	i	i
> CCCn1c2c(c(O)c(C(=O)Nc3ccc(OCC)cc3)c1=O)CCCC2
→ 1.5	i	i	i	i	i	-5.7	i	i	i	i
> Cc1nc(CN(C)C(=O)c2cc(COc3c(F)cccc3F)on2)cs1
→ 2.5	i	i	i	i	i	-3.4	i	i	i	i
> OCC[C@H]1C[C@H](O)[C@@H](O)[C@@]2(CCCc3ccccc3O2)O1
→ -0.4	i	i	·	·	i	·	·	·	i	i
> CCOC(=O)C(=NC1CCS(=O)(=O)C1)NNc1cc(Cl)ccc1Cl (stereo unspecified)
→ 9.5	i	i	i	i	i	1.4	i	i	i	i

(next part)
The line under a structure holds: HDAC3 inhib	MrgX1 antagonist	MrgX1 ag	RGS4 act	RGS4 inh	MrgX1 allo act	SKKanGAS inh	TRPC6 act	TRPC6 inh	ANO1 block	ANO1 activ
> c1ccc(C(c2ccccc2)N2CCN(c3nc4ccccc4n4cnnc34)CC2)cc1
→ -7.2	i	i	-7.25*	i	i	10.1	i	i	i	·
> COc1cc(Cl)c(C)cc1NC(=O)CSc1ccccc1
→ 1.3	i	i	i	i	i	0.5	i	i	i	i
> N=c1oc2cc(O)ccc2cc1C(=O)Nc1ccc(F)cc1
→ -52.1	i	i	i	i	i	17.3	i	i	i	i
> Cc1nnc(NC(=O)c2sc3ccccc3c2Cl)s1
→ -4.7	i	i	i	i	i	1.3	i	i	i	i
> CCCCc1ccc(NC(=O)N[C@H](C(=O)O)C(C)CC)cc1 (stereo partly specified)
→ ?	i	i	i	i	i	-9.5	i	i	i	i
> O=C(CCOc1ccccc1)Nc1ccnn1C1CCN(C(=O)CCC(F)(F)F)CC1
→ 4.2	i	i	i	i	i	3.1	i	i	i	i
> Nc1nccnc1C(=O)OCC(=O)Nc1ccc2[nH]c(=O)[nH]c2c1
→ 11.4	i	i	i	i	i	-2.3	i	i	i	i
> CCN(CC)S(=O)(=O)c1cccc(-c2nnc(SCC(=O)NCCC3=CCCCC3)n2N)c1
→ 7.5	i	i	i	i	i	-2.3	i	i	i	i
> Cc1onc(-c2ccccc2Cl)c1C(=O)N1C=CC(C(F)(F)Cl)=NCC1
→ 5.1	i	i	i	i	i	-5.9	i	i	i	i
> O=C(c1ccc(S(=O)(=O)Nc2cccc(C(F)(F)F)c2)cc1)N1CCN(c2ccccc2O)CC1
→ ·	i	i	i	i	i	·	i	i	i	i
> O=C(OCCN1C(=O)c2ccccc2C1=O)c1cccs1
→ 3.5	-5.03*	i	i	i	i	-7.6	i	i	i	i
> CCCn1c(SCN2C(=O)c3ccccc3C2=O)nc2cc(Cl)ccc2c1=O
→ -9.5	i	i	i	i	i	-1.5	i	i	i	i
> O=c1c(Br)c(N2CCOCC2)cnn1-c1ccccc1
→ -0.3	i	i	i	i	i	4.6	i	i	i	i
> O=[N+]([O-])c1ccc(/C=C/c2ccc3cccc(O)c3n2)cc1
→ -6.4	i	i	i	i	i	-1.3	i	i	i	i
> COc1cccc(OCCSc2nc3ccccc3c(=O)[nH]2)c1
→ 3.5	i	i	i	i	i	-5.5	i	i	i	i
> CCOc1c(Br)cc(C2NC(=O)CCC2[N+](=O)[O-])cc1OC (stereo unspecified)
→ -0.5	i	i	i	i	i	2.7	i	i	i	i
> Cc1ccc(NC(=O)N2CCC(C(=O)c3ccc(F)cc3)CC2)cc1
→ -12.1	i	i	i	i	i	-1.0	i	i	i	i
> Cc1cccc(C)c1NC(=O)CN1C(=O)NC(C)(CCc2ccccc2)C1=O (stereo unspecified)
→ 6.4	i	i	i	i	i	5.0	i	i	i	i
> COc1cc(C(C)=O)ccc1OCCN1CCC(Cc2ccccc2)CC1
→ -8.8	i	i	i	i	i	0.4	i	i	i	i
> COc1cc([C@@H]2C[C@H]3CN(c4ccccc4)C(=O)[C@]34CCCN24)cc(OC)c1OC
→ -11.8	i	i	i	i	i	-2.1	i	i	i	i
> Cn1c(=O)n(C)c2cc(NC(=O)C(F)(F)F)ccc21
→ 7.5	i	i	i	i	i	0.2	i	i	i	i
> O=C(CCCN1CC=C(n2c(=O)[nH]c3ccccc32)CC1)c1ccc(F)cc1
→ 1.4	i	i	i	i	i	0.7	i	i	i	i
> COc1ccc(OC)c(NC(=S)N(CCc2c(C)[nH]c3ccccc23)Cc2cccs2)c1
→ -0.2	i	i	i	i	i	25.4	i	i	i	i
> Cc1ccc(NCCC(=O)c2ccc(Cl)cc2)cc1C
→ 3.2	i	i	i	i	i	-5.5	i	i	i	i
> Clc1cccc(CSC2=NCCCN2)c1
→ 2.8	i	i	i	i	i	-0.3	i	i	i	i
> Cc1ccc(CNC(=O)C(=O)NCC2OCCN2S(=O)(=O)c2ccc3c(c2)OCCO3)cc1 (stereo unspecified)
→ -3.1	i	i	i	i	i	4.1	i	i	i	i
> CNC(=O)COC(=O)c1ccc(Cl)c(S(=O)(=O)N2CCCC2)c1
→ -1.7	i	i	i	i	i	-4.8	i	i	i	i
> O=S(=O)(NCC1CCCO1)c1ccc(-c2ccc(Cl)cc2)cc1 (stereo unspecified)
→ 2.0	i	i	i	i	i	·	i	i	i	i
> Cc1onc(-c2ccccc2Cl)c1C(=O)OCC(=O)c1c(N)n(C)c(=O)n(C)c1=O
→ 0.0	i	i	i	i	i	-8.0	i	i	i	i

Source: PubChem
